G6PDH counter: L. mesenteroides G6PDH inhibition counter-screen; Purified L. mesenteroides G6PDH, diaphorase/resazurin coupled fluorescence, 45 min; inhibition, % at 5 µM; hit rate 0.12% among 200,000; AID 1020; in the data active means inhibition above about 50%
PPARg SRC2 recr: promotes SRC-2 coactivator recruitment by human PPARgamma; PPARgamma LBD-SRC-2 recruitment, biochemical; activation, % at 8 µM; hit rate 0.34% among 200,000; AID 1032; in the data active means activation above about 22%;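 further: 0% = vehicle and 100% = reference agonist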
Target sequence (P37231 whole entry, looked up, the tested form may be a part): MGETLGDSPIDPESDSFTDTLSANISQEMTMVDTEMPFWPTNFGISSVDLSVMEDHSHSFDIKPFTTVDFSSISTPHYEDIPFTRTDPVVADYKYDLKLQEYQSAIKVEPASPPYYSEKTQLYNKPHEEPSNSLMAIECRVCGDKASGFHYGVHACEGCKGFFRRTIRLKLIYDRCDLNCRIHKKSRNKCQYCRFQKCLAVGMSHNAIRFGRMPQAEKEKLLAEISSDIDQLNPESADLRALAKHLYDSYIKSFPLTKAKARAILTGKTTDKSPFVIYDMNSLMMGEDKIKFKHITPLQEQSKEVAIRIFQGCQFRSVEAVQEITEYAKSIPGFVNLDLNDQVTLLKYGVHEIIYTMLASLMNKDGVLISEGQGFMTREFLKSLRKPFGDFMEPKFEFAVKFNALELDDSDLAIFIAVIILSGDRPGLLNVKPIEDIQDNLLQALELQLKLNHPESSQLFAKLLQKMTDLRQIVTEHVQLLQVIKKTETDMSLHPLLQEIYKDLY
PPARg SRC-1 ag: promotes SRC-1 coactivator recruitment by human PPARgamma | hit rate 0.41% among 200,000 | PPARgamma-SRC-1 coactivator recruitment biochemical assay | activation, % at 8 µM; in the data active means activation above about 19%;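 further: 0% = DMSO and 100% = reference agonist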
PPARg SRC-3 ag: promotes SRC-3 coactivator recruitment by human PPARgamma | P37231 | biochemical PPARgamma/SRC-3 coactivator recruitment assay | activation, % at 8 µM | hit rate 0.26% among 200,000; in the data active means activation above about 23%;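 further: 0% = DMSO and 100% = reference agonist; some compounds past the cut are filed as inactive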
SRC2 TRFRET art: flags TR-FRET format artefacts in PPARgamma SRC-2 recruitment agonist screen. TR-FRET ratio at 8 µM. hit rate 0.4% among 200,000. TR-FRET artefact counter-screen; active compounds read high; in the data active means TR-FRET ratio above about 2000; further: inactives centre near 1500
S1P3 antagonist: S1P3 (human) receptor antagonism. Q99500. inhibition, % at 4.98 µM. hit rate 0.27% among 170,000. CHO S1P3 NFAT-BLA reporter, FRET fluorescence, antagonist mode. AID 485;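 active means inhibition above the plate cutoff, the mean inhibition of test wells on that plate plus 3 SD, cut at about 28% in these data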;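 further: cells challenged with S1P at its EC80 of 0.8 µM; blue over green emission ratio from cleaved BLA substrate after 4 h stimulation; 0% = S1P-stimulated wells and 100% = unstimulated DMSO-only wells; some compounds past the cut are filed as inactive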
ROMK primary: modulators of human ROMK potassium channel; P48048; Tet-inducible ROMK, thallium flux fluorescence; actives lie on both sides; B-score at 10 µM; hit rate 2% among 130,000; AID 1918;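 active means signal ratio slope over the read window, or its plate-corrected B-score, at least 3 SD from the plate mean, either direction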;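 further: B-score of the F/F0 ratio slope over 7 to 12 s after thallium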
Target sequence (P48048 whole entry, looked up): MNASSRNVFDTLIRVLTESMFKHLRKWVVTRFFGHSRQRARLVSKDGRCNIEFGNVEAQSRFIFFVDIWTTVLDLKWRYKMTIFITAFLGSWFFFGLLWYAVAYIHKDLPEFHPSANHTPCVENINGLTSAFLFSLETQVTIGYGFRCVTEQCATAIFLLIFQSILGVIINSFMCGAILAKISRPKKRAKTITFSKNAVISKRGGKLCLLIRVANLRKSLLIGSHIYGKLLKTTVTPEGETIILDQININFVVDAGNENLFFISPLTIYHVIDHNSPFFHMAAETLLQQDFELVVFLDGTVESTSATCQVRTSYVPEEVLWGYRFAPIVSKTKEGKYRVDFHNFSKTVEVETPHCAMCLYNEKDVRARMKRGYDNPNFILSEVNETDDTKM
Diaph inh CS: counter-screen for diaphorase-based assays: diaphorase inhibitors and chemical oxidizers; diaphorase resazurin-to-resorufin fluorescence, NADH, 16 min; bacterial (C. kluyveri) enzyme, not human; inhibition, % at 20 µM; hit rate 0.69% among 190,000; AID 1217;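 active means primary screen inhibition at 20 µM above a set limit, cut at about 50% in these data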;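 further: plate controls were DMSO with full reaction for no effect and wells lacking NADH for full effect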
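Test system: Clostridium kluyveri diaphorase enzyme / Quantity: diaphorase at 0.14 U/mL in enzyme working solution / Incubation: 16-min room-temperature incubation before reading / Benchmarks: NADH-free wells as positive control, DMSO-only neutral wells / Signal: resorufin fluorescence 544/590 nm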
PMI act hi M6P: PMI (human) activation, high substrate. coupled PMI enzyme assay, resazurin fluorescence, 20 min; active compounds read high; 1 = untreated enzyme, 0 = substrate-free blank. activation factor at 20 µM. AID 1216. P34949. hit rate 0.34% among 190,000;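 active means activation factor of 2 or more at 20 µM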
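assay system = human phosphomannose isomerase with PGI, G6PDH, diaphorase coupling enzymes | quantity = 15 ng/mL PMI | incubation = enzyme reaction with compound 20 min at room temperature | medium = HEPES pH 7.4 buffer with MgCl2 and Tween-20 | compound dosing = one concentration, 20 µM, in 1% DMSO | measured by = Diaphorase-driven resazurin-to-resorufin fluorescence, excitation 544, emission 590 nm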
Diaphorase act: counter-screen for diaphorase-based assays: diaphorase activators and chemical reducers. Diaphorase/resazurin coupled assay, resorufin fluorescence, 16 min; active compounds read high; 1 = vehicle wells, 0 = NADH-free wells. activation factor at 20 µM. hit rate 0.005% among 190,000;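 active means diaphorase activity raised at least twofold by the compound at 20 µM; inactive means activation factor below 2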
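Material: purified diaphorase enzyme from Clostridium kluyveri / Medium: HEPES pH 7.4 buffer with MgCl2 and Tween 20 / Schedule: enzyme reaction of 16 min at room temperature / Measured by: resorufin fluorescence, excitation 544 nm, emission 590 nm / Evaluation: rise in resorufin formation, marking diaphorase activation or chemical reduction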
PMI act: increases human mannose-6-phosphate isomerase activity. P34949. purified human PMI, coupled resazurin fluorescence, 20 min; active compounds read high; 1 = vehicle control, 0 substrate-free wells. activation factor at 20 µM. hit rate 0.005% among 190,000;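 active means activation factor of 2 or more at 20 µM, relative to plate controls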
* marks the source's active call; other numbers are inactive results; nt = not tested or not shown; & = joins results of further samples.

The opening 4 entries (preview)
nr	mol	G6PDH counter	PPARg SRC2 recr	PPARg SRC-1 ag	PPARg SRC-3 ag	SRC2 TRFRET art	S1P3 antagonist	ROMK primary	Diaph inh CS	PMI act hi M6P	Diaphorase act	PMI act
1	CC1=CC(C)[C@H](/C=N/n2c(=O)[nH]c3c([nH]c4ccc(C)cc43)c2=O)C(C)C1 (some centres undefined)	6	5	4	4	1522	0	0.078	-4	1.1	1	1.1
2	CCOC(=O)c1cc(-c2ccc(OC)cc2)nc2c1c(C)nn2CCC#N	-6	2	6	-3	1641	nt	nt	-1	1	1	1
3	O=C(NCC(F)(F)F)N1CCOCC1	6	5	8	-5	1614	nt	1.1	-2	1.1	1	1.1
4	COc1cccc(C(=O)OC(C)CN2CCCC2)c1 (centres undefined)	5	7	7	0	1502	-7	nt	7	1	0.9	1.1

Results, previewed entries included:
nr	mol	G6PDH counter	PPARg SRC2 recr	PPARg SRC-1 ag	PPARg SRC-3 ag	SRC2 TRFRET art	S1P3 antagonist	ROMK primary	Diaph inh CS	PMI act hi M6P	Diaphorase act	PMI act
1	CC1=CC(C)[C@H](/C=N/n2c(=O)[nH]c3c([nH]c4ccc(C)cc43)c2=O)C(C)C1 (some centres undefined)	6	5	4	4	1522	0	0.078	-4	1.1	1	1.1
2	CCOC(=O)c1cc(-c2ccc(OC)cc2)nc2c1c(C)nn2CCC#N	-6	2	6	-3	1641	nt	nt	-1	1	1	1
3	O=C(NCC(F)(F)F)N1CCOCC1	6	5	8	-5	1614	nt	1.1	-2	1.1	1	1.1
4	COc1cccc(C(=O)OC(C)CN2CCCC2)c1 (centres undefined)	5	7	7	0	1502	-7	nt	7	1	0.9	1.1
5	COc1ccc(/C(O)=C2\C(=O)C(=O)N(c3cc(C)on3)C2c2ccccc2OC)cc1C (centres undefined)	4	12	9	11	1802	nt	-1.1	24	0.9	0.8	0.9
6	COc1cc(OC)cc(C(=O)N[C@H](C(=O)OCC(=O)c2ccc(F)cc2)C(C)C)c1	2	9	10	5	1467	-1	0.13	24	0.8	0.8	0.9
7	Cc1ccc(C(=O)CCNc2ccc(Cl)cc2)o1	0	4	-1	-12	1440	nt	1.6	1	1	1	1
8	Cc1ccc(C(=O)N/C(=C/c2cccs2)C(=O)N2CCCCC2)cc1	-1	0	7	3	1659	-5	nt	-3	1	1	1.1
9	c1ccn(-c2ccc(-c3ccn[nH]3)cc2)c1	1	1	4	-2	1493	-13	1.3	8	1	0.9	0.9
10	O=C(Nc1ccc2c(c1)OCCO2)c1c(F)c(F)c(F)c(F)c1F	-10	5	1	1	1651	7	1	9	1	0.9	1
11	Cc1c(NC(=O)Cn2nc(C(=O)O)c3ccccc3c2=O)c(=O)n(-c2ccccc2)n1C	-20	-3	-2	5	1442	-5	nt	5	1	1	1
12	CS(=O)(=O)Nc1ccc(OCc2ccccc2)cc1	-3	5	2	-5	1555	nt	-0.36	14	1	0.9	1
13	C/C(=N\NC(=O)OC(C)(C)C)c1ccc[nH]1	5	4	-1	5	1584	0	-0.013	2	1	1	1.1
14	CC1(NC(=O)c2cc(S(=O)(=O)N3CCCCC3)ccc2Cl)CCS(=O)(=O)C1 (centres undefined)	4	-2	-1	4	1368	nt	0.52	0	1.1	1	1.1
15	O=C1CCCC(O)=C1Sc1ccccc1C(=O)O	18	-2	-4	2	1485	-6	-0.56	15	0.9	0.9	1
16	CCCSC(=O)N(CC)CC(=O)Nc1c(CC)cccc1CC	9	-4	-4	-11	1525	nt	-0.29	5	0.9	0.9	0.9
17	COc1ccc(S(=O)(=O)Cc2ccc(C(=O)N3CCN(c4cccc(C)c4C)CC3)o2)cc1	-35	0	11	7	1726	-20	nt	24	0.8	0.8	0.8
18	CC1CCCN(CC(=O)Nc2ccc(S(=O)(=O)N3CCCCC3)cc2)C1 (centres undefined)	5	2	1	-5	1456	nt	nt	2	1.1	1	1
19	COc1ccccc1OCCCCCNCCO	9	-1	5	2	1410	16	0.072	5	0.9	1	1
20	O=C(CSc1nc2ccccc2s1)NNC(=O)Nc1ccc(Cl)c(Cl)c1	-50	-5	10	8	1610	nt	nt	18	0.8	0.8	0.8
21	CCCCNC(=O)n1c(SC)nc2ccccc21	6	5	7	6	1540	nt	nt	8	1	0.9	1
22	COc1ccc(CNC(=O)C(C)Sc2ccc(C)cc2)cc1 (centres undefined)	7	2	0	-1	1662	-16	-0.58	10	0.9	0.9	0.9
23	c1ccc2cc3c(NCCN4CCOCC4)ccnc3cc2c1	20	-3	0	6	1577	-14	0.26	-2	0.4	1	0.8
24	COC(=O)c1ccc(CNC(=O)COC(=O)CC23CC4CC(CC(Br)(C4)C2)C3)cc1	12	-9	4	3	1365	8	0.01	8	1.2	0.9	1
25	CCOC(=O)c1ccc(N2C(=O)CC(N(C)Cc3ccccc3)C2=O)cc1 (centres undefined)	5	7	-2	-3	1593	nt	0.12	3	1.1	1	1.1
26	Cc1ccc(C(=O)N/N=C\c2c(C)nn(-c3ccccc3)c2Cl)cn1	-20	11	8	6	1548	-10	nt	-5	1.1	1	1
27	CCOC(=O)c1cc(C(=O)OCC)c2cc(Br)ccc2n1	-11	5	4	20	1803	-26	-0.94	3	1	1	1
28	COc1cccc(-c2cc(C(F)(F)F)nc(N3CCOCC3)n2)c1	4	3	-2	5	1558	nt	0.34	20	0.8	0.8	0.8
29	O=C(CN1C(=O)c2ccccc2C1=O)Nc1cccc(S(=O)(=O)Nc2ccccc2Cl)c1	-5	-5	2	3	1574	-11	-1.2	20	0.9	0.8	0.9
30	c1ccc(CSc2ncnc3c2cnn3-c2ccccc2)cc1	-16	13	4	6	1579	-12	-0.45	17	1	0.8	0.8
31	CSC1=NCCN1S(=O)(=O)c1ccc(F)cc1	9	3	9	7	1473	12	nt	-2	1.1	1	1.1
32	Cc1cc2ccccc2c(=O)n1CC(=O)NCC(=O)N1CCN(c2cccc(Cl)c2)CC1	2	12	-2	4	1648	19	-1	14	0.9	0.9	0.9
33	COC(=O)C1CCN(C(=O)COC(=O)Cn2cnnn2)CC1	5	-6	-3	1	1371	-26	1.5	14	1.1	0.9	1.1
34	O=C(OCc1nc2ccccc2s1)c1cc2ccccc2oc1=O	-5	2	-1	-4	1664	0	0.34	15	1.1	0.9	1
35	COC(=O)c1nnn(-c2ccc(Cl)c(Cl)c2)c1C(=O)OC	1	-6	2	1	1349	10	0.093	-4	1.1	1	1.1
36	COc1cccc(-n2c(-c3ccco3)nc3nc4ccccc4nc32)c1	3	3	-3	-4	1365	-1	0.91	10	1	0.9	1
37	CCc1ccc(NC2=NC(C(=O)NC3CCCCC3)CC(=O)N2)cc1 (centres undefined)	-1	1	2	10	1539	-21	0.3	9	1	0.9	0.9
38	CC1Sc2ccc(Cl)cc2-c2nc(N)ncc21 (centres undefined)	10	8	13	3	1681	2	-1.3	8	0.9	0.9	0.9
39	CC(C)(C)OC(=O)NCCc1nnc(S(=O)(=O)Cc2ccc(Cl)cc2Cl)o1	6	-2	-1	9	1515	-27	0.2	14	0.9	0.9	0.9
40	COc1cc2c(c(OC)c1)C(c1ccncc1)CC(=O)N2 (centres undefined)	-17	0	1	5	1558	-4	nt	12	0.9	0.9	0.9
41	CCOC(=O)c1ccc[n+](CC(=O)Nc2cc(C(F)(F)F)ccc2Cl)c1	6	-5	6	4	1531	-6	0.064	2	1.4	1	1.4
42	CC(=O)c1c(N2CCCC2)nc(=S)n(-c2ccccc2)c1C	-5	4	-3	-6	1395	nt	-0.014	54*	1.1	0.5	1.1
43	COCCn1c(COc2ccccc2)nnc1SCC(N)=O	0	1	2	6	1562	-36	nt	16	1	0.8	0.9
44	N#C/C(=C/c1ccc(-c2ccccc2)o1)c1nc(-c2cccs2)cs1	0	-1	3	2	1680	15	-5.3*	1	1	1	1
45	COc1cccc(C(=O)Nc2c(F)c(F)c(F)c(F)c2F)c1	2	1	5	4	1559	11	0.0072	2	1	1	1
46	CC1CC1C(=O)Nc1ccc(-c2ccccc2)cc1 (centres undefined)	7	-3	1	3	1709	4	0.014	-10	1.1	1.1	1.2
47	N#Cc1c(-c2ccccc2)nc(-c2ccncc2)[nH]c1=O	11	6	3	4	1679	-24	-0.36	-9	1.2	1.1	1.3
48	Cc1c(C=O)c2ccccc2n1CC(=O)NCc1ccc2c(c1)OCO2	8	7	0	2	1683	-2	nt	15	1	0.8	0.9
49	CCOc1ccccc1NC(=O)CN(c1ccc(OC)cc1OC)S(=O)(=O)c1ccccc1[N+](=O)[O-]	13	5	8	9	1582	6	0.32	9	1	0.9	1
50	Cc1cc(C)n(C(=O)COc2ccc([N+](=O)[O-])cc2)n1	6	-1	0	3	1658	-8	0.62	6	1	0.9	1
51	COc1cc(C2NC(=O)NC(C)=C2C(=O)OCc2ccccc2)ccc1O (centres undefined)	-3	nt	nt	nt	nt	11	nt	6	0.9	0.9	1
52	CCOC(=O)/C(=C/c1ccccc1)NC(=O)c1ccco1	8	11	1	3	1637	-16	nt	5	1	1	0.9
53	Cc1ccc(-n2c3nc(=O)[nH]c(=O)c-3cc3cc([N+](=O)[O-])ccc32)cc1	-4	12	5	5	1568	-4	-6.6*	74*	1	0.3	1.1
54	CCOc1cc(C(=O)Nc2c3c(nn2C(C)(C)C)CS(=O)C3)cc(OCC)c1OCC (centres undefined)	3	-2	-7	4	1477	1	nt	12	0.9	0.9	0.9
55	O=C(O)CSc1cccc2cccnc12	10&14	1&9	-2&4	11&-4	1670&1517	-17	nt	2&15	1&0.9	1&0.8	1.1&0.8
56	CN(C)/C=N/c1ncc(C(=O)c2ccc(-c3ccccc3)cc2)s1	-3	-5	4	2	1324	-3	-0.0061	5	1	1	1.1
57	O=C(CSCc1ccc([N+](=O)[O-])cc1)NC1CC2CCC1C2 (centres undefined)	26	1	6	1	1510	9	nt	2	0.9	1	0.9
58	CC(C)n1c(CCC(=O)O)ccc1-c1ccccc1	3	11	-1	5	1438	1	nt	12	1	0.9	1.1
59	O=S(=O)(NCCc1ccc(F)cc1)c1cccc2cccnc12	0	2	4	2	1652	-1	-0.02	9	1	0.9	1
60	CCCCOc1cccc(-c2nnc(N)s2)c1	-14	11	2	-7	1632	nt	0.42	14	1	0.9	1
61	CCOCCCNCc1cccc(OC)c1	8	-5	3	8	1585	-22	nt	23	0.9	0.8	0.8
